# High-throughput results deposited in PubChem BioAssay by National Center for Advancing Translational Sciences (NCATS).
# Eya2 inh: blocks the phosphatase activity of human Eya2; AID 488837; hit rate 0.006% among 330,000; O00167; Potency, µM (titrated, usually from 76.9 µM), for the others: at the highest dose activity, negative = inhibition, hits mostly inhibitors; recombinant Eya2, OMFP fluorescence dephosphorylation (OMFP is methylfluorescein phosphate); also: potency is read from the fitted curve at half-maximal effect; % is scaled to controls: 0 for no effect and ±100 for the full control effect
# Target sequence (O00167 whole entry, looked up): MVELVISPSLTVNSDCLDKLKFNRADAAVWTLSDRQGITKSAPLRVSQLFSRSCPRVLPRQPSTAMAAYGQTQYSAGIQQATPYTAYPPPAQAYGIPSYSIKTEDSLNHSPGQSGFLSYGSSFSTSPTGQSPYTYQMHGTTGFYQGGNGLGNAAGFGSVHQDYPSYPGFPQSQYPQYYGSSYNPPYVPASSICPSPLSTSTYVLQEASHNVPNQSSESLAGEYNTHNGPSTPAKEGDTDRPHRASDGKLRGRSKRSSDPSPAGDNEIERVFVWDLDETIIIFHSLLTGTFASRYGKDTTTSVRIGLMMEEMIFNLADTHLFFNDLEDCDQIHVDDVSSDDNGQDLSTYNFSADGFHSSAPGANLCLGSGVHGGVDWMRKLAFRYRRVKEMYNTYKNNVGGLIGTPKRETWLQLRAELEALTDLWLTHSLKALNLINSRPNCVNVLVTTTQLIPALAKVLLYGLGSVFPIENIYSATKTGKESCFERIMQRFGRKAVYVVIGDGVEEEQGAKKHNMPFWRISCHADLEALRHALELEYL
#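 Eya2 (0.2 uM) preincubated 10 min at ambient with compound, then OMFP substrate added at 50 uM; 10 min reaction in 50 mM HEPES pH 7.5, 50 mM NaCl, 5 uM MgCl2, 0.05% BSA, 1 mM DTT. Fluorescence read at Ex 485/Em 525 nm.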
# MBNL1-CUG inh: inhibitors of human MBNL1 binding to CUG repeat RNA. TR-FRET MBNL1-His/biotin-(CUG)12 binding, 665/545 ratio. Potency, µM (highest dose often 57.5 µM), for inactives: at the highest dose activity change, negative = inhibition, most hits filed as inhibitors. hit rate 0.036% among 280,000. AID 2675; active = well fitted inhibition curve with a large enough effect in the signal ratio, with a control signal flat, not every such curve was filed as active; inconclusive = small, poorly fitted or top-dose-only effect, or effect the other way, or a change in a side signal; inactive = no such curve, though single readings can be large or run the other way; the % refers to the signal ratio; also: potency is read from the fitted curve at half-maximal effect; % is scaled to controls: 0 for no effect and ±100 for the full control effect
#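 His-tagged MBNL1 binding to biotinylated (CUG)12 RNA was measured by TR-FRET using terbium anti-His antibody (0.055 ng/ul final) and streptavidin-XL665 (5 nM final). Compounds were titrated 92 nM to 58 uM; 60 min at room temperature.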
# KCNH2 WT inh: blocks the wildtype human KCNH2 potassium channel; U2OS, BacMam KCNH2, thallium flux FluxOr; active compounds read low; hit rate 0.37% among 340,000; activity change, % at 1.84 µM; Q12809;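 active = maximum activity change below -70%; inconclusive = maximum activity change between -70% and -50%; inactive = maximum activity change above -50%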; also: % is scaled to controls: 0 for no effect and ±100 for the full control effect
#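 U2OS cells transduced with wild-type KCNH2 virus are loaded with FluxOr dye for 45 min, and thallium flux is measured in kinetic reads before and after stimulation buffer. Rate constants are normalized to DMSO controls.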
# S-ASM inh: inhibitors of human secretory acid sphingomyelinase; Potency, µM (series often up to 57.5 µM), inactives show top-dose activity change, negative = inhibition, usual class: inhibitors; hit rate 0.006% among 340,000; P17405; placental ASM, HMU-PC fluorogenic substrate, 60 min; also: potency is read from the fitted curve at half-maximal effect
#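 Steps: dispense placental human ASM, pin compound, wait 10 min at room temperature, add HMU-PC0 substrate at 9 uM final, incubate 60 min at 37 °C, add stop solution raising pH to 10, read fluorescence.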
# TSHR antagonist: human thyrotropin receptor antagonism; hit rate 0.2% among 330,000; TSHR-expressing cells, TSH-stimulated cAMP HTRF, 2 h; active compounds read low; AID 504810; activity change, negative = inhibition, % at 11.5 µM; P16473;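 active = activity change below a set negative limit, meaning inhibition stronger than a set level, cut at about -70% in these data; inconclusive = activity change between two set negative limits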; also: % is scaled to controls: 0 for no effect and ±100 for the full control effect
#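 Antagonism was scored as loss of TSH-driven cAMP in TSHR cells, stimulated with 4nM TSH (EC80) for 2 hours at 37 deg C and detected by homogeneous HTRF competition immunoassay.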
# Menin MLL FP TR: displaces Texas Red mutant MLL peptide from human menin; hit rate 0.23% among 270,000; O00255; AID 1768; Menin + Texas Red MLL mutant peptide, fluorescence polarization; Potency, µM (doses to about 61.6 µM), without a hit: top-dose FP activity change, negative = inhibition, most hits filed as inhibitors; active = well fitted inhibition curve with a large enough effect in the polarisation, with a control signal flat, not every such curve was filed as active; inconclusive = small, poorly fitted or top-dose-only effect, or effect the other way, or a change in a side signal; inactive = no such curve, though single readings can be large or run the other way; the % refers to the polarisation; also: potency is read from the fitted curve at half-maximal effect; % of control where 0% means no effect; many of its hits are not listed in these tables
# USP2a inh: blocks human ubiquitin-specific protease USP2a; hit rate 0.01% among 330,000; USP2 core, Ub-CHOP2 coupled fluorogenic reporter, 485/531; Potency, µM (top dose mostly 38.3 µM), for inactives: top-dose activity change, negative = inhibition, hits mostly inhibitors; O75604; AID 463254;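 also: potency is read from the fitted curve at half-maximal effect; plate controls were DMSO wells for no effect and full inhibition by NEM control for full effect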
#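 Cell-free coupled assay: 10nM USP2 core preincubated 30min RT with compound in Tris-HCl pH 8.0/CaCl2/CHAPS buffer, then 25nM Ub-CHOP2 and 25nM reporter substrate; fluorescence (Ex 485/Em 531) read after 60min RT, normalized to NEM inhibition, concentration-response curves fitted.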
# PKM2 act: increases activity of human pyruvate kinase M2; P14618; purified PKM2, Kinase-Glo ATP luminescence, activation; response scale: 0% is enzyme alone, no compound; Potency, µM (series often up to 57.5 µM), for inactives: at the top dose activation, most hits filed as activators; hit rate 0.34% among 260,000; AID 1631; also: potency is read from the fitted curve at half-maximal effect; % is scaled to controls: 0 for no effect and ±100 for the full control effect; nearly all actives have a fitted effect of over 55% in size
#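 Kinase-Glo luminescence reports ATP generated from ADP (0.1 mM) and PEP (0.5 mM) by purified hPK-M2 after 1 h at room temperature, pH 7.2 imidazole buffer; intermediate enzyme activity allows detecting inhibitors and activators.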
# GALK inh: galactokinase (human) inhibition | Purified GALK, Kinase-Glo residual ATP luminescence | Potency, µM (top dose mostly 57.5 µM), for inactives: at the highest dose activity change, negative = inhibition, hits mostly inhibitors | hit rate 0.007% among 270,000 | AID 1868; also: potency is read from the fitted curve at half-maximal effect; % is scaled to controls: 0 for no effect and ±100 for the full control effect
# Target sequence (P51570 whole entry, looked up): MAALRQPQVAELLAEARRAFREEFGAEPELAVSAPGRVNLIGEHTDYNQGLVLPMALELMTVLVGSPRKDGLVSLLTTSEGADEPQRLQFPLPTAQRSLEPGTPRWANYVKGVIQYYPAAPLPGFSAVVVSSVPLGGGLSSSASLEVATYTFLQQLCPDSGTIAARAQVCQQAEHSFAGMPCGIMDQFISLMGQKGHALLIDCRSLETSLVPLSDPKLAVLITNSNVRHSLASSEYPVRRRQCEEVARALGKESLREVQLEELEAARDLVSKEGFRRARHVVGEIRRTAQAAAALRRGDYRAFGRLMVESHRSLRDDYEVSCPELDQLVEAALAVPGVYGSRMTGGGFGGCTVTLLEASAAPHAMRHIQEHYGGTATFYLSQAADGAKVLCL
#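 ATP-depletion format; final 35 uM ATP, 100 uM D-galactose, 5 nM enzyme; pH 8.0 HEPES/Mg2+ buffer; 60 min RT; luminescence read 10 min after detection reagent.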
# BCR signal inh: chronic active BCR signaling inhibition; ABC-DLBCL IkBa-CBG/CBR reporter, luminescence ratio, 4 h; Potency, µM (titrated, usually from 46.1 µM), for inactives: at the highest dose ratio change, negative = lower green/red ratio, actives largely listed as inhibitors; hit rate 0.05% among 340,000; AID 493014; active = well fitted inhibition curve with a large enough effect in the signal ratio, with a control signal flat, not every such curve was filed as active; inconclusive = small, poorly fitted or top-dose-only effect, or effect the other way, or a change in a side signal; the % refers to the signal ratio;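 also: potency is read from the fitted curve at half-maximal effect; plate controls were basal doxycycline-induced cells for no effect and cells given 10 µM MG132 for full effect; MG132 reads +100%, hits lower the ratio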
#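 Cell line TMD8 (human ABC DLBCL), stably expressing tet-inducible CBG68-IkBa fusion and CBR; IMDM/0.5% FBS; cpd up to 46 uM; dox induction, 4 h, 37C/5% CO2; dual luminescence; green/red ratio; MG132 control.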
# Mito fusion act: blocks mitochondrial division or promotes mitochondrial fusion | S. cerevisiae fusion-defective mutant growth rescue, CellTiterGlo 48 h | Potency, µM (top dose mostly 46.1 µM), for the others: at the highest dose growth rescue (activation), most hits filed as activators | hit rate 0.23% among 320,000 | AID 485298;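 also: potency is read from the fitted curve at half-maximal effect; % of control where 0% means no effect; nearly all actives have a fitted effect of over 45% in size; temperature-sensitive fusion mutants such as fzo1-1 at 37 °C on non-fermentable ethanol glycerol medium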
#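 S. cerevisiae fusion-defective temperature-sensitive mutants (e.g. fzo1-1, mgm1-5) grown 48 h at 37C in YPEG (ethanol/glycerol non-fermentable) medium with 23 nl compound per well; growth rescue read as CellTiterGlo luminescence.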
# Active calls of the source: *; ? = inconclusive; . = not tested or not shown; & = joins results of further samples; [ ] = remark or other dose. Unless noted, calls follow the shape of the dose curve; as a rule, active = well fitted curve in the direction sought with a large enough effect; inconclusive = small, poorly fitted or top-dose-only effect, or another doubt; inactive = no such curve, though single readings can be large; an effect the other way counts as inactive or inconclusive. Some of the compounds tested; count on the stated rates, not on these rows.
Molecule,USP2a inh,PKM2 act,KCNH2 WT inh,S-ASM inh,Menin MLL FP TR,TSHR antagonist,Eya2 inh,GALK inh,Mito fusion act,MBNL1-CUG inh,BCR signal inh
COc1ccccc1/C=C1/SC(=O)N(CCC(=O)Nc2ccc(S(=O)(=O)Nc3nccs3)cc2)C1=O,-28%,1%,3,-2%,?,-11,12%,-6%,-7%,0%,?
O=C(c1ccco1)N1CCN(c2nc(C3CC3)nc3sc4c(c23)CCCC4)CC1,-9%,3%,0,-2%,-3%,12,2%,4%,18%,-6%,?
O=C(Cn1cnc2c(nnn2Cc2ccccc2)c1=O)c1ccccc1,4%,5%,5,3%,17%,-15,-1%,-3%,2%,8%,7%
O=C(CSc1ccc(-c2ccco2)nn1)c1ccc(F)cc1,3%,-1%,13,-3%,-9%,1,1%,1%,-7%,29%,10%
COc1ccccc1NC(=S)NC(=O)CC(C)C,-1%,0%,-1,-3%,7%,-5,-6%,2%,-4%,0%,7%
CN(C)c1nc(Cl)nc(N(C#N)CCOc2ccccc2)n1,2%,0%,-2,-4%,12%,-13,0%,5%,-4%,-3%,?
O=C(O)CCc1ccc(-c2ccccc2)o1,-2%,?,7,4%,1%,9,-6%,3%,0%,-4%,?
NC(=O)C1CCCN(C(=O)c2ccc(Cl)cc2)C1 (stereo not drawn),1%,-10%,3,5%,15%,4,2%,0%,-2%,-10%,2%
CC(C)(C)OC(=O)C[C@H]1C/C=C\C[C@@H](CC(=O)N[C@@H](CO)Cc2ccccc2)C(=O)N2CCC[C@H]2COC1=O,2%,.,.,-2%,.,4,10%,.,.,.,1%
NNC(=O)c1cc2cc(Oc3ccccc3)ccc2[nH]1,0%,-1%,8,-3%,2%,-17,-2%,-3%,7%,-3%,7%
CCNC(=O)c1ccc(N(C)S(=O)(=O)c2cccs2)cc1,-1%,5%,-12,-1%,-1%,32,12%,2%,-4%,-5%,0%
CC(Cc1ccccc1)NC(=O)CC(c1ccccc1)c1ccccc1O (stereo not drawn),5%,.,-11,2%,2%,-7,?,0%,17%,0%,2%
CN1C(=O)CC(c2ccco2)Sc2ccccc21 (stereo not drawn),2%,7%,-6,8%,0%,11,-2%,0%,-9%,10%,-7%
Cc1nnc(SCC(=O)c2ccc(Cl)cc2)s1,6%,-5%,2,-3%,-2%,12,11%,-4%,7%,-5%,0%
COc1ccc(-c2ccc(CCC(=O)O)n2CC(=O)Nc2cccc(OC)c2)cc1,0%,9%,2,57%[activator],16%,1,4%,3%,3%,5%,-1%
Cc1cc(NC(=O)COC(=O)C(Cc2ccccc2)NC(=O)c2ccco2)no1 (stereo not drawn),2%,2%,8,-1%,3%,4,25%,6%,0%,-3%,-4%
Oc1ccc(/C=N/Nc2cccc(Cl)n2)c(O)c1,3%,-2%,5,3%,?,3,-17%,0%,-6%,7%,?
CCOC(=O)C(=NCCCN1CCOCC1)NNc1cccc(C(F)(F)F)c1,1%,-11%,-11,16%,-13%,23,5%,-2%,-4%,-2%,4%
Cn1ccs/c1=N\C(=O)Nc1cccc(Cl)c1,-3%,-15%,9,2%,19%,3,-19%,1%,4%,3%,?
CCNC(=O)CC1C(=O)N(c2ccc(F)cc2)C(=O)N1Cc1ccccn1 (stereo not drawn),7%,-2%,-5,6%,-14%,8,-34%,0%,-1%,-3%,-7%
C=CCNCCCCOc1ccc(OCC)cc1,3%,1%,-5,2%,-1%,5,-22%,-2%,0%,6%,4%
CCc1nc(SCC(=O)O)c2c3c(sc2n1)COC(C)(C)C3,0%,.,-4,3%,-14%,-9,1%,2%,5%,-5%,6%
Cc1ccc(N(CCCCN2C(=O)c3ccccc3C2=O)C(=O)c2cccc([N+](=O)[O-])c2)cc1,-3%,-1%,?,-6%,?,-12,-3%,1%,2%,15%,1%
CCCCN(CC)CCCNC(=O)c1ccc(CSc2nc3ccncc3[nH]2)cc1,-3%,-7%,-4,2%,7%,10,14%,5%,4%,-17%,?
COc1ccc(Cc2nnc(NC(=O)C3CCN(C(=O)c4ccco4)CC3)s2)cc1,-2%,1%,11,-4%,-14%,8,-6%,0%,3%,-6%,3%
N#Cc1cc([N+](=O)[O-])ccc1NCC1CCCO1 (stereo not drawn),2%,-7%,-13,-28%,10%,-7,9%,0%,-1%,?,-2%
c1ccc(NCC2OCc3ccccc3CO2)cc1,1%,-7%,-3,5%,-8%,8,2%,1%,5%,.,7%
CC(=O)c1sc(NC(=O)c2c(F)cccc2F)nc1C,5%,-4%,-2,-2%,.,6,-3%,-4%,-2%,19%,?
COc1ccc2c(c1)c1c3n2CCN(C)C3=NCC1,0%,2%,6,131%[activator],-4%&-2%,-11,0%,0%,4%,17%,1%
COC(=O)c1ccc(N(CC(=O)NCC2CCCO2)C(=O)CCC(=O)Nc2cc(C)on2)cc1 (stereo not drawn),-1%,4%,5,2%,0%,9,-15%,-2%,10%,-3%,2%
C=CCc1ccc(OCC(O)CO)c(OC)c1 (stereo not drawn),2%,1%,-4,.,-4%,-2,23%,1%,0%,-4%,?
Cc1nn(C)c(C)c1NS(=O)(=O)c1ccccc1,1%,2%,6,-1%,-4%,1,-8%,-3%,-3%,-9%,?
O=C(O)CCCN1C(=O)C2C3CC(C2C1=O)C1C(c2ccccc2)c2sc(=O)n(-c4ccccc4)c2SC31 (stereo not drawn),-4%,-4%,0,-3%,19%,-2,2%,2%,2%,-6%,19%
COC(=O)CC1(C(=O)OC)Oc2ccc(Br)cc2C(=O)N1c1cc(Cl)c(Cl)cc1Cl (stereo not drawn),1%,-4%,0,0%,.,-10,-1%,1%,-3%,0%,?
CC(C)(C)NC(=O)COc1ccc(-c2ccccc2)cc1,0%,-1%,-12,-2%,-14%,-17,-16%,1%,6%,-8%,16%
O=C(COc1ccccc1F)N1N=C(c2cccs2)CC1c1ccco1 (stereo not drawn),-3%,.,0,.,.,1,-13%,.,14%,.,4%
CCN(CC(=O)NCc1ccc(Cl)cc1)C(=O)CN1C(=O)NC(CC)(c2ccccc2)C1=O (stereo not drawn),3%,3%,-6,7%,.,-5,-7%,-1%,-8%,0%,9%
Cc1ccc(SCC(=O)NCC2CCCO2)cc1 (stereo not drawn),-3%,-6%,2,3%,2%,0,4%,5%,-6%,-5%,0%
O=C(NCCS(=O)(=O)NCc1cccnc1)c1ccccc1,1%,.,-7,0%,.,15,16%,.,-2%,.,-15%
CC(C)NC(=O)C1CCCN(c2nnc(-n3cccc3)s2)C1 (stereo not drawn),-1%,-3%,2,-3%,-13%[11.7 µM],1,-2%,1%,-1%,-5%,5%
O=C(COc1ccc(Cl)cc1Cl)NC(=O)NC1CCCC1,0%,.,-3,0%,.,-3,-32%,.,16%,.,2%
COc1ccc(-c2cc3c(=O)n(CC(=O)Nc4cccc(Cl)c4)ncn3n2)cc1,5%,.,?,-2%,.,20,2%,7%,0%,3%,12%
CC(=O)CSc1nc2cc3c(cc2cc1C#N)OCCO3,2%,7%,1,-5%,?,-48,3%,2%,-3%,?,?
CC1(c2ccc3ccccc3c2)NC(=O)N(CC(=O)N2CCN(S(=O)(=O)c3ccccc3F)CC2)C1=O (stereo not drawn),1%,0%,0,-1%,.,-8,3%,-1%,-2%,7%,-3%
N#CCc1c(C#N)c(N)nc(Nc2ccccc2)c1C#N,1%,4%,-2,3%,.,-15,5%,-3%,-5%,58%[activator],?
Cc1ccc(S(=O)(=O)N2[C@@H](c3cccc(Cl)c3)C(C(=O)O)=CC[C@H]2c2cccs2)cc1,5%,.,1,4%,.,2,10%,.,7%,.,1%
